KOR beta-arrestin-1: KOR antagonists, beta-arrestin recruitment, cell-based, luminescence, uHTS (AID 1778). KOR beta-arrestin recruitment, luminescence, antagonist mode; higher % means a stronger effect. actives 0.091% (n = 290,000). inhibition, % at 10 µM; hits with a dose series show IC50 in µM; in the data active = inhibition above about 50%; note: strong numbers were not always called active
KOR beta-arrestin-2: KOR agonists, beta-arrestin recruitment, primary screen, cell-based, luminescence, uHTS (AID 1777). actives 0.02% (n = 280,000). KOR beta-arrestin recruitment, luminescence; higher % means a stronger effect. one-dose activation, % at 10 µM; EC50 in µM for titrated hits; in the data active = activation above about 50%, passing the limit was not always enough; note: a part of the inactive calls stands beside numbers as strong as those of hits
GPR55 beta-arrestin: GPR55 agonists via beta-arrestin recruitment, primary screen, imaging, U2OS cells, beta-arrestin-GFP redistribution (AID 1961) | actives 0.048% (n = 290,000) | G-protein coupled receptor 55 (Homo sapiens) | activation, % at 10 µM; hits with a dose series show EC50 in µM | U2OS GPR55 beta-arrestin-GFP redistribution imaging; higher % means a stronger effect;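 active = activation above 40% with more than 50 cells counted in the well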;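 note: U2OS osteosarcoma cells stably expressing GPR55 and beta-arrestin-GFP; plate controls were DMSO negative control for no effect and LPI positive control for full effect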
Siah-1 displacement: Siah-1 peptide-binding antagonists, primary screen, biochemical, fluorescence polarization, rhodamine-plectin, uHTS (AID 1817); E3 ubiquitin-protein ligase SIAH1 (Homo sapiens); Siah-1 / rhodamine-plectin peptide fluorescence polarization; higher % means a stronger effect; displacement, % at 20 µM; hits with a dose series show IC50 in µM; actives 0.02% (n = 290,000);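 active = displacement of at least 50% at 20 µM, with a fluorescence ratio check between 0.3 and a set limit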;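 note: plate controls were Siah plus tracer with DMSO for no effect and tracer alone without Siah for full effect; strong numbers were not always called active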
HIV fusion peptide: inhibitors of HIV fusion peptide binding, primary screen, biochemical, uHTS, fluorescence dequenching (AID 1986); cell-free peptide binding, fluorescence dequenching, 30 min; higher % means a stronger effect; actives 0.3% (n = 290,000); inhibition, % at 20 µM, or IC50 in µM where a hit was titrated; in the data active = inhibition mostly above about 52%, no sharp cut-off; inactive = mostly below about 76%; note: some results filed as inactive read as strong as hits
AID2073: inhibitors of Mint1-CaV2.2 protein interaction, biochemical, HTRF (AID 2073); Voltage-dependent N-type calcium channel subunit alpha-1B (Homo sapiens); HTRF protein-protein interaction, Mint1-CaV2.2; higher % means a stronger effect; one-dose inhibition, % at 20 µM; IC50 in µM for titrated hits; actives 0.19% (n = 290,000); in the data active = inhibition mostly above about 51%, no sharp cut-off; note: some results filed as inactive read as strong as hits
GPR35 arrestin U2OS: GPR35 antagonists blocking zaprinast-driven arrestin recruitment, primary screen, imaging, U2OS, beta-arrestin-GFP, zaprinast agonist (AID 2058); inhibition, % at 10 µM, or IC50 in µM where a hit was titrated; G-protein coupled receptor 35 (Homo sapiens); actives 0.052% (n = 290,000); U2OS GPR35 beta-arrestin-GFP translocation imaging, zaprinast antagonism; higher % means a stronger effect;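 active = inhibition of at least 50% with at least 30 cells and total cytoplasm GFP at most 10,000,000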
GPR55 antagonists: GPR55 antagonists blocking LPI-driven arrestin recruitment, primary screen, imaging, U2OS, beta-arrestin-GFP, LPI agonist (AID 2013); one-dose inhibition, % at 10 µM; IC50 in µM for titrated hits; G-protein coupled receptor 55 (Homo sapiens); U2OS GPR55 beta-arrestin-GFP translocation imaging, LPI antagonism; higher % means a stronger effect; actives 0.13% (n = 290,000);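 active = spots per cell inhibited over 60%, with over 100 cells counted and total cytoplasm intensity under 500,000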;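 note: U2OS cells stably carrying GPR55 and arrestin-GFP stimulated by 5 µM LPI near EC80; imaged beta-arrestin-GFP aggregate spots per cell after agonist stimulation; plate controls were LPI-stimulated DMSO wells for no effect and DMSO wells without LPI for full effect; some results filed as inactive read as strong as hits; confirmed hits need IC50 under 10 µM and bright autofluorescent wells are also inconclusive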
NOD1 NF-kB reporter: NOD1 signaling inhibitors, primary screen, cell-based, luminescence, uHTS (AID 1578); NOD1-driven NF-kB luciferase reporter cells, luminescence; higher % means a stronger effect; one-dose inhibition, % at 4 µM; EC50 in µM for titrated hits; actives 1% (n = 290,000); in the data active = inhibition mostly above about 36%, no sharp cut-off; inactive = mostly below about 34%;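 note: HEK-293T reporter cells stimulated with the NOD1 agonist gamma-tri-DAP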
* marks the source's active call; other numbers are inactive results; . = not tested or not shown; [ ] = remark or other dose.

Start of the listing, in advance (4 entries):
SMILES	KOR beta-arrestin-1	KOR beta-arrestin-2	GPR55 beta-arrestin	Siah-1 displacement	HIV fusion peptide	AID2073	GPR35 arrestin U2OS	GPR55 antagonists	NOD1 NF-kB reporter
CCOc1ccc(OCC)c(NC(=O)CCn2c(=O)oc3ccccc32)c1	0%	-0.1%	-0.1%	4%	-1.8%	-4%	13%	17%	-30%
O=C(NCCN1C(=O)S/C(=C\c2cccs2)C1=O)c1ccc(=O)[nH]c1	-13%	-0.8%	-0.1%	5%	2.2%	-8%	-18%	8%	-30%
CC(=O)Nc1ccc(C(=O)CS(=O)(=O)c2ccc(C)cc2)cc1	19%	3.7%	0.2%	2%	1.4%	-5%	16%	5%	-25%
COc1ccc(N/C=C(\C#N)S(=O)(=O)c2ccc(Cl)cc2)c(OC)c1	-7%	-2.2%	-0.1%	3%	1.0%	5%	-6%	6%	-1%

All compounds of this part (from the top)
SMILES	KOR beta-arrestin-1	KOR beta-arrestin-2	GPR55 beta-arrestin	Siah-1 displacement	HIV fusion peptide	AID2073	GPR35 arrestin U2OS	GPR55 antagonists	NOD1 NF-kB reporter
CCOc1ccc(OCC)c(NC(=O)CCn2c(=O)oc3ccccc32)c1	0%	-0.1%	-0.1%	4%	-1.8%	-4%	13%	17%	-30%
O=C(NCCN1C(=O)S/C(=C\c2cccs2)C1=O)c1ccc(=O)[nH]c1	-13%	-0.8%	-0.1%	5%	2.2%	-8%	-18%	8%	-30%
CC(=O)Nc1ccc(C(=O)CS(=O)(=O)c2ccc(C)cc2)cc1	19%	3.7%	0.2%	2%	1.4%	-5%	16%	5%	-25%
COc1ccc(N/C=C(\C#N)S(=O)(=O)c2ccc(Cl)cc2)c(OC)c1	-7%	-2.2%	-0.1%	3%	1.0%	5%	-6%	6%	-1%
CC1CC(NC(=O)Cc2ccc(Br)cc2)CC(C)(C)C1 (configuration not stated)	-12%	5.0%	0.0%	9%	5.9%	-9%	3%	-4%	-10%
COc1ccc(N2CCN(C(CNC(=O)C(C)(C)C)c3cccnc3)CC2)cc1 (configuration not stated)	-16%	-6.5%	-0.3%	9%	-0.3%	-3%	8%	8%	-20%
COC(=O)c1ccccc1NC(=O)N1CCN(c2ccc(OC)cc2)CC1	8%[20 µM]	-11%	-0.1%	4%	-1.7%	-11%	-3%	-2%	-32%
O=C(NCC(=O)N1CCCC1)c1ccc(Br)o1	-13%[20 µM]	-4.3%	-0.1%	1%	-1.4%	-3%	-6%	-8%	-33%
O=C(O)c1ccc(-c2ccccn2)s1	2%	1.5%	-0.4%	4%	1.0%	2%	8%	-4%	-48%
CCCCc1ccc(CC(=O)O)cc1	-20%	4.8%	0.0%	-2%	-2.1%	15%	2%	-2%	0%
Nc1nonc1C(=O)N/N=C/c1cc(Br)ccc1O	7%	1.8%	-0.2%	2%	1.2%	38%	15%	-4%	34%
O=C(N/N=C\C=C\c1ccc(Br)cc1)c1ccc2c(c1)OCO2	-26%	-1.6%	0.3%	21%	-2.2%	14%	8%	0%	1%
COc1cc([N+](=O)[O-])ccc1N1C(=O)CC(Sc2nccc(C)n2)C1=O (configuration not stated)	-6%	-5.8%	1.0%	4%	-1.0%	-7%	7%	3%	-14%
O=C(O)CCCCOn1ccnc1	-32%	7.9%	0.1%	0%	-1.8%	-7%	1%	4%	24%
CCN1C(=O)/C(=C/N(C)C)c2ccccc21	-12%	-1.5%	-0.2%	-2%	-2.0%	32%	1%	4%	4%
CC(C)c1ccc(NC2CCCN(C(=O)c3n[nH]c4c3CCC4)C2)cc1 (configuration not stated)	-13%	-4.7%	0.2%	4%	-0.2%	-1%	10%	8%	-6%
O=C(NCc1ccc2c(c1)OCO2)c1cccnc1	-16%	-4.3%	0.1%	-3%	1.6%	-6%	2%	12%	-8%
Cc1cccc(-n2c(N)c(-c3nc4ccccc4n3C)c3nc4ccccc4nc32)c1	-46%	1.2%	-0.2%	5%	2.6%	34%	-8%	10%	-13%
CCC(=O)Nc1nc2ccccc2n1CCN(C)C	.	.	-0.2%	0%	8.1%	-3%	24%	0%	-15%
O=S(=O)(c1ccccc1)c1nc(Nc2cccc(O)c2)sc1Cl	-23%	-0.9%	-0.1%	-2%	2.0%	-8%	-3%	1%	36%
Cc1ccc(S(=O)(=O)C(CCC(=O)N2CCOCC2)S(=O)(=O)c2ccc(C)cc2)cc1	3%	-2.6%	1.0%	-6%	-0.4%	-11%	7%	-11%	-1%
CC(C)(C)NC(=O)NCc1ccco1	10%	3.3%	-0.1%	0%	-0.7%	-18%	18%	16%	-1%
Cc1ccc(C)c(NC(=O)C2CC(O)CN2C(=O)Oc2ccccc2)c1 (configuration not stated)	-12%	-5.1%	-0.2%	4%	1.7%	-3%	-2%	-8%	-10%
CCn1c(=O)c2c(nc3n2CCS3)n(C)c1=O	-2%	0.4%	0.3%	4%	1.8%	16%	20%	7%	6%
CCOC(=O)N1CCN(C(=O)CCC(=O)N2CCOc3ccc(C)cc32)CC1	25%	-4.0%	0.0%	-2%	-0.6%	5%	8%	6%	1%
CCOC(=O)c1cnc2c(cnn2C)c1NCCC(O)C(F)(F)F (configuration not stated)	17%	-4.1%	-0.1%	4%	-0.1%	-11%	-15%	-2%	2%
Fc1ccccc1CN1CCCN(C(=S)Nc2cccc(Cl)c2)C1	-20%	3.1%	-0.3%	-12%	-0.4%	-21%	5%	17%	25%
O=[N+]([O-])c1ccc(OCC(O)CNCCNc2nccc(C(F)(F)F)n2)cc1 (configuration not stated)	11%	7.8%	0.3%	9%	-0.5%	6%	-4%	-10%	-13%
CC(=O)C1CCCN(C(=O)c2ccc3nc(Cc4cccc(Cl)c4)oc3c2)C1 (configuration not stated)	15%	-2.1%	0.3%	-4%	0.6%	10%	0%	2%	0%
COc1ccc(C)cc1-n1nnnc1SCC(=O)c1cc(C)n(Cc2ccco2)c1C	-11%	12%	-0.3%	-3%	1.0%	10%	-2%	-6%	-20%
Cc1ccccc1N/C(SCc1ccc(Cl)cc1)=C(/C#N)C(=O)NCc1ccco1	16%	-2.7%	-0.1%	-6%	-0.1%	7%	8%	13%	11%
COc1c(Br)cc(Br)cc1C(=O)Nc1ccccc1N1CCCC1	-16%	-3.0%	-0.1%	-4%	0.8%	41%	10%	-2%	-7%
COc1ccc(-n2c(Cc3cc(=O)[nH]c(=O)[nH]3)nnc2SCC(=O)N2CCCC2)cc1	10%	0.1%	0.4%	2%	1.4%	-9%	-8%	11%	-12%
O=S(=O)(NCc1ccccc1)c1ccc(S(=O)(=O)N(Cc2ccccn2)Cc2ccco2)cc1	31%	-11%	0.3%	-2%	3.2%	15%	-4%	2%	-55%
Cn1cc(-c2cc(C(=O)O)on2)cn1	26%	-4.0%	-0.1%	5%	-1.7%	4%	7%	15%	-6%
CCCCNc1nc(NC)nc(Cl)c1SC	-19%	-4.5%	-0.3%	4%	0.8%	-3%	10%	-2%	-36%
Cc1nn(C)cc1/C=N/NC(=O)Cn1cncn1	15%	.	-0.1%	-6%	-0.6%	-8%	11%	7%	4%
OC(CNCc1ccco1)Cn1c2ccccc2c2ccccc21 (configuration not stated)	-19%	-1.4%	0.8%	-1%	0.5%	-12%	-7%	0%	-13%
CCN(CC)c1ccc(C2C3CCCCC3(O)CCN2CC(=O)Nc2ccccc2)cc1 (configuration not stated)	6%	2.8%	-0.1%	1%	-1.4%	-7%	-5%	-16%	6%
Nc1cc(-c2ccccc2)nn1Cc1ccc(Cl)cc1	11%	-0.9%	0.0%	2%	-0.8%	-2%	-1%	3%	10%
Cn1c(SCc2c(F)cccc2Cl)nnc1-c1cnccn1	-11%	3.1%	0.4%	-5%	22%	-15%	6%	16%	-33%
O=C(/C=C/c1cccc([N+](=O)[O-])c1)NCCN1C(=O)S/C(=C\c2cccnc2)C1=O	19%	-1.7%	0.1%	7%	-2.3%	2%	-2%	-3%	-17%
O=C(COC(=O)c1ccc2ncsc2c1)NC(=O)c1ccccc1	25%[20 µM]	-2.4%	-0.1%	-1%	-0.1%	5%	-9%	-6%	-19%
COc1cccc(-c2c(C(=O)N/N=C(\C)c3cccnc3)nnn2-c2nonc2N)c1	-22%	-2.5%	-0.1%	6%	-0.3%	9%	-4%	6%	-25%
O=C(CCNC(=O)c1ccco1)Nc1ccc(F)c(Cl)c1	-49%	0.0%	-0.1%	0%	-0.5%	8%	22%	7%	-7%
CCOc1cc(/C=C2/SC(=Nc3ccccc3)N(Cc3cccnc3)C2=O)ccc1OCC#N	-19%	8.2%	0.3%	0%	2.1%	6%	14%	-3%	0%
CC(=O)Cn1c(CN2CCN(C(=O)c3ccco3)CC2)nc2c1c(=O)n(C)c(=O)n2C	-8%	9.2%	-0.1%	-2%	1.2%	3%	4%	13%	-6%
CCCC1(CCC)NC(=O)N(CC(=O)Nc2cccc(OC)c2)C1=O	32%	-6.1%	-0.2%	0%	11%	-4%	7%	9%	-2%
Cc1ccc(N2C(=O)Nc3ccc(Br)cc3C2(O)C(=O)NCCN(C)C)cc1C (configuration not stated)	11%	-5.2%	-0.1%	-7%	-0.3%	2%	7%	10%	6%
C[C@@H]1C(=O)O[C@@H]2CC34[C@H]5C[C@@H](C(C)(C)C)C36[C@H](OC(=O)[C@@H]6O)OC4(C(=O)O5)[C@@]12O (some centres not stated)	8%	-1.0%	-0.2%	4%	1.3%	0%	2%	7%	-15%

(further entries)
SMILES	KOR beta-arrestin-1	KOR beta-arrestin-2	GPR55 beta-arrestin	Siah-1 displacement	HIV fusion peptide	AID2073	GPR35 arrestin U2OS	GPR55 antagonists	NOD1 NF-kB reporter
Cc1ccc(N2C(=O)c3ccccc3C2(O)c2ncc[nH]2)cc1 (configuration not stated)	9%	-0.8%	0.3%	2%	0.6%	9%	9%	-1%	-10%
CCn1cc(C(=O)N[C@H](C(=O)NC(C)(C)CO)C(C)C)c(=O)c2cc3c(cc21)OCO3	9%	-4.9%	-0.1%	-2%	1.8%	23%	-4%	1%	-15%
CC(C)CN(C(=O)CCc1ccccc1)c1c(N)n(CC(C)C)c(=O)[nH]c1=O	35%	2.1%	-0.2%	7%	1.5%	0%	-2%	0%	-23%
O=C(CN1C(=O)c2ccccc2S1(=O)=O)Nc1cccnc1	-14%	13%	-0.2%	1%	-2.6%	2%	-5%	-2%	-13%
COCCCNC(=S)N/N=C/c1cccc(OC)c1O	-21%	-1.5%	0.5%	6%	0.6%	26%	2%	2%	8%
CCCCNC(=O)C1CC(=O)N(C2CCCCC2)C1 (configuration not stated)	-26%	7.3%	-0.1%	1%	-1.4%	-6%	13%	-15%	11%

Assay outcomes as filed in PubChem BioAssay.

A portion of the library; rates above refer to the full screens.
